# Bioassay records deposited in PubChem by National Center for Advancing Translational Sciences (NCATS).
# Mm-Cpn inhibitor = blocks the Methanococcus maripaludis chaperonin Mm-Cpn; purified Mm-Cpn ATPase, ADP Transcreener TR-FRET; Potency, µM (titrated, usually from 76.9 µM), without a hit: at the top dose activity, negative = inhibition, hits mostly inhibitors; 330,000 compounds, 0.031% hits; further: potency means the concentration at half of the fitted maximal effect; on the % scale 0 is the no-effect control and ±100 the full control effect; nearly all actives have a fitted effect of over 80% in size
#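 ATPase read-out: TR-FRET ADP immunoassay (anti-ADP Eu cryptate vs ADP-d2), ex 320 nm, em 590/665 nm; signal drops as ADP forms. Enzyme 25 nM, ATP 10 uM, 30 min at 37°C after 10 min compound preincubation.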
# D3 ag = D3 dopamine receptor (human) agonism. P35462. D3R DiscoveRx beta-arrestin cells, luminescence, 90 min. max activation, %. 410,000 compounds, 0.58% hits. AID 652048; in the data active means max activation above about 30%; further: 0% is about no effect; mostly tested at two doses, the higher about 12 µM
#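 Cells at 1500/well, incubated overnight, then treated with pinned compounds (dopamine as control) for 90 min at 37 degrees C. DiscoveRx reagent added for 30 - 60 minutes at room temperature; luminescence read.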
# pAkt inh = blocks phosphorylation of Akt. 360,000 compounds, 0.32% hits. Neuro2A IGF-stimulated pAkt S473 HTRF, 20 min; hits give low values. activity change, % for hits at 50 µM; in the data active means activity change below about -80%; inconclusive means mostly about -51% to -80%; further: on the % scale 0 is the no-effect control and ±100 the full control effect
#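 Single-point screen (50 µM final compound) in Neuro2A cells stimulated 20 min with 6 nM IGF at 37 deg C. After lysis, Ser473-phosphorylated Akt read by HTRF (ex 330 nm, em 615/665 nm) as the 665/615 ratio.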
# DRD3 antagonist = D3 dopamine receptor (human) antagonism. P35462. D3R cells, DiscoveRx beta-arrestin luminescence, antagonist mode; hits give low values. max response, negative = inhibition, %. 360,000 compounds, 2.5% hits. AID 652054; in the data active means max response below about -50%; inconclusive means no clear call, values can overlap the other calls; further: on the % scale 0 is the no-effect control and ±100 the full control effect; mostly tested at two doses, the higher about 12 µM
#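 Cells plated overnight at 1500 cells/well, then exposed to library compounds with dopamine controls for 90 minutes at 37 degrees C. DiscoveRx reagent added for 30–60 minutes at room temperature; luminescence read, quantitative HTS format.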
# EPAC2 antagonist = EPAC2 (human) antagonism; Potency, µM (top dose mostly 114 µM), inactives show top-dose activity, negative = inhibition, actives largely listed as inhibitors; 360,000 compounds, 0.18% hits; EPAC2 GEF exchange of Rap1B-BODIPY-GDP, fluorescence; further: potency means the concentration at half of the fitted maximal effect; on the % scale 0 is the no-effect control and ±100 the full control effect; nearly all actives have a fitted effect of over 45% in size; many of its hits are not listed in these tables
# Target sequence (Q8WZA2 whole entry, looked up): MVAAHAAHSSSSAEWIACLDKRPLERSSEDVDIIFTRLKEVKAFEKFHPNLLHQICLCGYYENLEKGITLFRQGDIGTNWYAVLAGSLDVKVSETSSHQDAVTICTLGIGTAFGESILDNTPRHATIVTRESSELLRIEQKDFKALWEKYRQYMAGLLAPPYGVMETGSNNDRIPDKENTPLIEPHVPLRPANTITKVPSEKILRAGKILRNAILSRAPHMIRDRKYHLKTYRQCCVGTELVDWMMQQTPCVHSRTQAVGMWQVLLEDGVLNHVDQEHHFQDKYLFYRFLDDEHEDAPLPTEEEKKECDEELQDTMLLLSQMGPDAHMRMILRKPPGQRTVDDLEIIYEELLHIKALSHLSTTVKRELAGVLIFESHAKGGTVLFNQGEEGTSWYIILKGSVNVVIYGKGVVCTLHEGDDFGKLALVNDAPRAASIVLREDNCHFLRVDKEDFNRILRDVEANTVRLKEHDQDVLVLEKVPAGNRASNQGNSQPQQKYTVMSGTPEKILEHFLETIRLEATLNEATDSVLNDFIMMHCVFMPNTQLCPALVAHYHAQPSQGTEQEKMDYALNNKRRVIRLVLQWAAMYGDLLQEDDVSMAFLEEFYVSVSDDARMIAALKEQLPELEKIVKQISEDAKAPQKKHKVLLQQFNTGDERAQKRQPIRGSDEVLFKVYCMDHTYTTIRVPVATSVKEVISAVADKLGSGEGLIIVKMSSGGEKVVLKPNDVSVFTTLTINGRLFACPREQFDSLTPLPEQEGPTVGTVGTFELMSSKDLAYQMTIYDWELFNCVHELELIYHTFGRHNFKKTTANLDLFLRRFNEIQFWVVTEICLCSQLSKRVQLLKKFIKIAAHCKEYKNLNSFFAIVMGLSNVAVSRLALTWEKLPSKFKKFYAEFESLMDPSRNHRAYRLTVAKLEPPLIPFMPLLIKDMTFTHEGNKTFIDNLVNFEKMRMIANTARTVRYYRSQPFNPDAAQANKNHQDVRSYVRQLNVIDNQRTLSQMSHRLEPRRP
# PTHR1 ag = PTHR1 (human) receptor agonism | Q03431 | HEK293 GP2 PTHR1 cells, GloSensor cAMP luminescence, 1 h | Potency, µM (doses to about 115 µM), for inactives: top-dose activation, actives largely listed as activators | 410,000 compounds, 0.075% hits; further: potency means the concentration at half of the fitted maximal effect; nearly all actives have a fitted effect of over 55% in size; some results filed as inactive show a strong effect at the top dose; inactives centre near -15; many of its hits are not listed in these tables
#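 HEK-293-derived GP2 cells expressing PTHR1 and a GloSensor cAMP reporter, 3,000/well, plated overnight, given luciferin plus IBMX (each 0.5 mM as added) for 1 h at 37 °C, then compound for 1 h at 37 °C. Luminescence was read after 15 min at room temperature.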
# CCT chaperon mod = changes cytosolic chaperonin activity; activity change, % (no concentration beside the values), hits read low; 360,000 compounds, 0.3% hits; AID 651819; purified chaperonin ATPase assay, HTRF ADP detection, 30 min; in the data active means activity change below about -30%; further: on the % scale 0 is the no-effect control and ±100 the full control effect
#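 ATPase activity: ADP formed was measured by HTRF Transcreener (665/615 nm ratio) after 30 min at 37 deg C with 10 uM ATP. Compounds screened at one 76 uM concentration against 40 or 20 nM TRiC in Tris pH 7.4/KCl/MgCl2/DTT buffer.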
# EPAC2 ag = EPAC2 (human) agonism | Q8WZA2 | EPAC2 activation, biochemical qHTS; response scale: 100% = 6.5 mM cAMP response | Potency, µM (doses to about 154 µM), for the others: top-dose activation, actives largely listed as activators | 360,000 compounds, 0.079% hits | AID 720711; further: potency means the concentration at half of the fitted maximal effect; nearly all actives have a fitted effect of over 50% in size
#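 Setup: EPAC2 100 nM, labeled Rap1B complex 250 nM, free GDP 50 uM. Compound titrations pinned in, brief spin, 5 min room temperature incubation. Kinetic fluorescence read over 30 min, normalized to 6.5 mM cAMP.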
# * marks the source's active call; other numbers are inactive results; i = inactive; ? = inconclusive; · = not tested or not shown; & = joins results of further samples; [ ] = another dose, or the depositor's remark. Unless noted, the call rests on the fitted dose curve; in most records, active means well fitted curve in the direction sought with a large enough effect; inconclusive means small, poorly fitted or top-dose-only effect, or another doubt; inactive means no such curve, though single readings can be large; an effect the other way counts as inactive or inconclusive.
1: Cc1cccc(NC(=O)CCN2CCCCC2)c1
2: COc1cc(NC(=O)CSc2nnc3c(n2)[nH]c2ccc(S(=O)(=O)NC(C)C)cc23)cc(OC)c1OC
3: CCCCCNC(=O)c1ccc2c(c1)ncn2-c1ccc(OC)cc1
4: CCOC(=O)c1ccc(Oc2cn[nH]c2-c2ccc(OCC(=O)NN)cc2O)cc1
5: Cn1cc(C(=O)C(=O)NCCc2ccccc2)c2ccccc21
6: CC(C)[C@H](NC(=O)Nc1ccc2c(c1)OCCO2)C(=O)O
7: CC(=O)Nc1ccc(NC(=O)c2cc(S(=O)(=O)N3CCCCC3)ccc2N2CCOCC2)cc1
8: COc1cccc2cc(C(C)N(CCCN3CCOCC3)C(=S)Nc3cc(C)ccc3C)oc12 (stereo not given)

assay / compound	1	2	3	4	5	6	7	8
EPAC2 antagonist	10%	-14%	-2%	-2%	0%	-1%	7%	-18%
pAkt inh	i	i	i	i	i	i	i	i
CCT chaperon mod	-1.2	-1.1	-3.5	-1.3	-51*	-1.2	0.7	1.3
Mm-Cpn inhibitor	-1%	1%	1%	0%	3%	-1%	·	0%
EPAC2 ag	0%	-12%	16%	14%	3%	4%	0%	11%
DRD3 antagonist	17	24	-16	-1	1	3	-2	-29
D3 ag	-3	-6	12	4	5	-10	-13	-14
PTHR1 ag	i	-13%	i	-44%[inhibitor]	-22%	0%	-10%	i

9: Cc1c(Cl)cccc1NC(=S)N1CCN(S(=O)(=O)c2cccs2)CC1
10: O=C(CCc1ccccc1)Nc1ccc(NC(=O)C2CC2)nc1
11: COc1ccccc1NC(=O)c1c(N=Cc2c(O)ccc3ccccc23)cnn1C
12: C=CCNC(=O)C(=O)N/N=C/c1ccco1
13: O=C1/C(=C/c2ccccc2)CCC1C1CCCC1 (stereo not given)
14: O=C(CC1CCCCC1)c1c(O)c2ccccc2oc1=O
15: O=C(Nc1ccc(F)cc1)c1ccc2c(c1)S(=O)(=O)N=C1CCCCCN12
16: CCN(CC)S(=O)(=O)c1ccc(C)c(NC(=O)COC(=O)C=C(C)C)c1

assay / compound	9	10	11	12	13	14	15	16
EPAC2 antagonist	-2%	-4%	1%	11%	-10%	3%	3%	10%
pAkt inh	i	i	i	i	i	i	i	i
CCT chaperon mod	-0.8	0.4	-0.5	-0.1	-1.1	-0.4	0.1	0.2
Mm-Cpn inhibitor	-6%	-2%	-1%	0%	1%	-4%	2%	0%
EPAC2 ag	15%	10%	7%	6%	0%	13%	-2%	6%
DRD3 antagonist	-5	?	?	12	-8	19	13	-28
D3 ag	-6	0	-11	0	-5	7	4	-1
PTHR1 ag	-25%	i	-15%	i	-75%[inhibitor]	-4%	-8%	i

# From no. 12 up to 16, as listed above:
12: C=CCNC(=O)C(=O)N/N=C/c1ccco1
13: O=C1/C(=C/c2ccccc2)CCC1C1CCCC1 (stereo not given)
14: O=C(CC1CCCCC1)c1c(O)c2ccccc2oc1=O
15: O=C(Nc1ccc(F)cc1)c1ccc2c(c1)S(=O)(=O)N=C1CCCCCN12
16: CCN(CC)S(=O)(=O)c1ccc(C)c(NC(=O)COC(=O)C=C(C)C)c1

assay / compound	12	13	14	15	16
EPAC2 antagonist	11%	-10%	3%	3%	10%
pAkt inh	i	i	i	i	i
CCT chaperon mod	-0.1	-1.1	-0.4	0.1	0.2
Mm-Cpn inhibitor	0%	1%	-4%	2%	0%
EPAC2 ag	6%	0%	13%	-2%	6%
DRD3 antagonist	12	-8	19	13	-28
D3 ag	0	-5	7	4	-1
PTHR1 ag	i	-75%[inhibitor]	-4%	-8%	i

# More results follow.
17: COc1cccc(Nc2nc(C(N)CC(C)C)cs2)n1 (stereo not given)
18: C=CCn1cc(-c2ccccc2)cc(C#N)c1=O
19: Nc1nc2c(ncn2[C@@H]2O[C@H](CNCc3ccc(Oc4cc(-n5cccn5)ncn4)cc3)[C@@H](O)[C@H]2O)c(=O)[nH]1
20: Cc1ccc(C(=O)N(CC(=O)NC2CCCC2)c2ccc3c(c2)OCCO3)s1
21: C#Cc1ccc(CN2CCC(Oc3ccc(C(=O)NCc4ccccn4)cc3)CC2)cc1
22: NS(=O)(=O)c1ccc(NC(=O)CSc2n[nH]c(=O)n2Cc2ccccc2)cc1
23: COc1ccc(CCN(C)CCCC(C#N)(c2cc(OC)c(OC)c(OC)c2)C(C)C)cc1OC (stereo not given)
24: O=C(O)/C=C\C(=O)N1CCc2ccccc21

assay / compound	17	18	19	20	21	22	23	24
EPAC2 antagonist	10%	2%	-2%	1%	-3%	0%	2%	13%
pAkt inh	i	i	i	i	i	i	i	i
CCT chaperon mod	-0.2	-1.9	0.4	-1.4	-5.8	1.2	-0.5	1.5
Mm-Cpn inhibitor	·	-2%	·	-2%	-4%	5%	-2%[15.4 µM]	-2%
EPAC2 ag	-4%	6%	10%	8%	0%	6%	2%	2%
DRD3 antagonist	-12	-3	23	15	?	5	-57*	6
D3 ag	-10	-1	-6	-1	-27	5	-84&-24	2
PTHR1 ag	-3%	7%[57.5 µM]	i	i	-8%	i	-23%	-23%

25: O=C(O)c1cc(S(=O)(=O)Nc2ccc3oc(=O)sc3c2)ccc1O
26: COC(=O)C1=CO[C@@H](O[C@@H]2OC(CO)[C@@H](O)[C@@H](O)[C@@H]2O)C2C1CC[C@]2(C)O (stereo not given in full)
27: CC(=O)C1=C(O)C(=O)N(CCNCCO)C1c1ccccc1 (stereo not given)
28: O=C(CNC(=O)C1CCCCC1)OCc1cc(=O)oc2ccc3ccccc3c12
29: Clc1ccc(CSc2ncccn2)cc1
30: O=C(CN1C(=O)CSc2ccc(S(=O)(=O)N3CCOCC3)cc21)NCCCN1CCc2ccccc2C1
31: O=C(O)Cn1cnc2c(=S)nc[nH]c21
32: CCCNC(=O)c1cc(C2CCCCN2S(C)(=O)=O)on1 (stereo not given)

assay / compound	25	26	27	28	29	30	31	32
EPAC2 antagonist	-2%	5%	3%	1%	5%	-3%	4%	6%
pAkt inh	i	i	i	i	i	i	i	i
CCT chaperon mod	0.0	0.3	1.8	0.8	2.1	-3.3	-0.8	-2.6
Mm-Cpn inhibitor	-1%	·	0%	0%	2%	-1%	-22%	·
EPAC2 ag	-6%	5%	25%	1%	8%	1%	6%	8%
DRD3 antagonist	-17	3	6	-19	-5	-62*	12	-91*
D3 ag	8	25	2	3	-6	-11	3	-26
PTHR1 ag	-1%	-18%	18%	-9%	-16%[57.5 µM]	i	-12%	1%

33: CC(C)CN(C(=O)CSc1n[nH]c(-c2cccs2)n1)C1CCS(=O)(=O)C1 (stereo not given)
34: O=C(Nc1nc(-c2ccncc2)cs1)C1c2ccccc2Oc2ccccc21
35: CCOc1ccccc1N1CCN(C(=O)NC(C)c2ccc(F)c(F)c2)CC1 (stereo not given)
36: CN(C)CCCN(C(=O)c1ccc(Br)s1)c1nc2cc3c(cc2s1)OCCO3
37: CCN(Cc1ccccc1)C1CCN(Cc2ccc(SC)cc2)CC1
38: CCC(=O)Nc1ccc2oc(-c3ccccc3Br)nc2c1
39: Cc1ccc(S(=O)(=O)N2CCC(C(=O)N[C@H](C(=O)N3CCN(C)CC3)C(C)C)CC2)cc1
40: CCOC(=O)N1CCN(S(=O)(=O)c2c(C)nn(C)c2C)CC1

assay / compound	33	34	35	36	37	38	39	40
EPAC2 antagonist	-9%	3%	-4%	-6%	-2%	8%	-5%	16%
pAkt inh	i	i	i	i	i	i	i	i
CCT chaperon mod	-0.8	1.7	-0.6	0.2	0.4	-2.3	-2.2	-0.5
Mm-Cpn inhibitor	0%	0%	-3%	-1%	0%	2%	-3%	3%
EPAC2 ag	7%	11%	-3%	6%	2%	1%	10%	-13%
DRD3 antagonist	-29	5	8	-8	-20	-5	-15	-12
D3 ag	0	8	-2	-11	-9	-17	-4	0
PTHR1 ag	-3%	-17%	i	i	i	i	-9%[57.5 µM]	-11%

# Full records as entered above. Values in the order: EPAC2 antagonist | pAkt inh | CCT chaperon mod | Mm-Cpn inhibitor | EPAC2 ag | DRD3 antagonist | D3 ag | PTHR1 ag
# CCC(=O)Nc1ccc2oc(-c3ccccc3Br)nc2c1 is listed as 8% | i | -2.3 | 2% | 1% | -5 | -17 | i
# CCOc1ccccc1N1CCN(C(=O)NC(C)c2ccc(F)c(F)c2)CC1 (stereo not given) is listed as -4% | i | -0.6 | -3% | -3% | 8 | -2 | i
# CC(C)CN(C(=O)CSc1n[nH]c(-c2cccs2)n1)C1CCS(=O)(=O)C1 (stereo not given) is listed as -9% | i | -0.8 | 0% | 7% | -29 | 0 | -3%

# Next section
41: NS(=O)(=O)c1ccc(CCNC(=O)C2Cc3ccccc3CN2C(=O)c2ccco2)cc1 (stereo not given)
42: CCOC(=O)N1CCN(CC(O)COc2ccc(-c3ccccc3)cc2)CC1 (stereo not given)
43: COc1ccc(-n2cc(CNC(C)c3ccncn3)c(-c3cccc(F)c3)n2)cc1 (stereo not given)
44: COc1cccc(C(=O)NOCc2ccccc2)c1OC
45: Cc1[nH]n(-c2ccccc2)c(=O)c1C(C[N+](=O)[O-])c1ccc(Cl)cc1 (stereo not given)
46: CN1OC[C@@H]2CN3C(=O)N(c4ccccc4)c4ccccc4[C@@H]3C[C@@H]21

assay / compound	41	42	43	44	45	46
EPAC2 antagonist	-11%	-7%	-12%	-1%	5%	6%
pAkt inh	i	i	i	i	i	i
CCT chaperon mod	1.8	-7.9	-0.1	1.2	-0.9	-0.8
Mm-Cpn inhibitor	-1%	0%	-3%	-2%	-1%	·
EPAC2 ag	4%	9%	8%	9%	10%	5%
DRD3 antagonist	0	9	0	-6	-30	0
D3 ag	1	13	-3	2	7	-5
PTHR1 ag	5%	-7%	i	i	-16%	-7%

# The list is partial. The share of hits here may be higher or lower than overall.
